# Assay outcomes from PubChem.
# NCI-60 one-dose screen, 48 h, at 10 µM unless noted. Numbers give growth in % (100 = growth as untreated, 0 = no growth, -100 = all killed).
# NCI-H226: NCI-H226 lung cancer | 79,000 tested, 3.5% active
# COLO 205: COLO 205 colon cancer. AID 1794742. 79,000 tested, 7.3% active
# NCI-H522: NCI-H522 lung cancer | 78,000 tested, 8% active
# NCI-H23: NCI-H23 lung cancer; AID 1794731; 80,000 tested, 4% active
# NCI-H322M: NCI-H322M lung cancer. 80,000 tested, 2.7% active. AID 1794733
# NCI/ADR-RES: NCI/ADR-RES ovarian cells. 81,000 tested, 4.4% active. AID 1794790
# NCI-H460: NCI-H460 lung cancer; 82,000 tested, 6.8% active
# HCT-15: HCT-15 colon cancer | 82,000 tested, 5.2% active | AID 1794746
# HCT-116: HCT-116 colon cancer; 82,000 tested, 7.3% active; AID 1794798
# The depositor's hits bear a star; x = no result given; & = joins results of further samples. How the source made its calls: active means growth percent below 10; inactive means the rest.
SMILES,NCI-H226,COLO 205,NCI-H522,NCI-H23,NCI-H322M,NCI/ADR-RES,NCI-H460,HCT-15,HCT-116
CNC(=O)c1cc(Oc2cccc3nc(NC(=O)Nc4ccc(F)cc4)ccc23)ccn1,103,106,87,97,100,96,106,81,93
O=C(Nc1ccc2oc(=O)ccc2c1)Nc1ccc(F)cc1F,96,107,96,104,97,101,104,95,106
CC(=O)N1N=C(c2cc3ccccc3oc2=O)CC1c1cn(-c2ccccc2)nc1-c1ccc(C)cc1 (stereo unspecified),95,103,97,100,101,96,104,103,92
c1ccc(CNn2nnc3ccccc32)cc1,101,108,91,100,97,104,102,104,100
CN(C)CCN(Cc1ccco1)c1ccccn1,107&107,105&106,84,102&101,99&108,105&110,105&111,102&104,93&101
COc1ccc(C(=O)C2=CC(=O)C(=O)C2)cc1OC,103,112,87,x,x,100,103,96,103
CCOC(=O)/C(O)=C(\C#N)c1ccc(C)cc1,107,104,99,99,112,109,116,102,98
O=C1c2ccccc2C(=O)N1CCCN1C(=O)c2ccccc2C1=O,98,114,102,100,92,123,113,112,104
CCSC(SCC)C(O)C(O)C(O)COC(c1ccccc1)(c1ccccc1)c1ccccc1 (stereo unspecified),85,104,67,97,107,84,77,81,96
N#Cc1cc2c(C(=O)c3cccs3)cn(O)c2cc1C#N,98,109,85,95,113,97,108,109,97
O=C1Nc2ccc(F)cc2/C1=C\c1ccc(OCc2ccccn2)cc1,93,111,32,72,97,78,88,89,42
O=C(NCc1ccc2c(c1)OCO2)c1cccc(Nc2cnccn2)c1,67,111,84,87,103,95,103,96,95
COc1ccc(N(C)c2ncnc3occ(C)c23)cc1,27,-62*,-38*,6.0*,x,-16*,2.8*,11,-12*
O=C(CC(=O)c1ccc([N+](=O)[O-])cc1)c1ccccc1,76,92,81,71,73,40,49,40,39
CC1(C)C(=O)/C(=C\c2ccc(C(F)(F)F)cc2)C[C@]2(C)[C@H]3CC[C@@H]4[C@@H](C(=O)/C=C/c5ccc(C(F)(F)F)cc5)CC[C@@]4(C)[C@]3(C)CC[C@@H]12,106,113,104,98,102,103,101,103,103
C=C1C(=O)O[C@H]2[C@H]1CC/C(COC(=O)NCc1cc(OC)c(OC)c(OC)c1)=C\CC[C@@]1(C)O[C@@H]21,76,18,-43*,87,99,110,94,42,19
CCOC(=O)C1=C(C)NC(C)=C(C(=O)OCC)C1c1cn[nH]c1-c1ccc(OCc2ccccc2)cc1,71,57,67,83,86,56,64,50,44
CCOC(=O)c1c(Cl)c2c(n1Cc1ccc(OC)cc1)-c1oncc1CCC2,x,93,95,87,95,81,95,84,62
O=C1OCCN1/N=C/c1ccc([N+](=O)[O-])o1,107&100,138&121,101&115,176&104,104&102,251&107,114&100,99&101,125&106
CC(=O)Cc1nsc(NC(=O)c2cc(-c3cc(C(F)(F)F)ccc3Cl)oc2C)n1,104,113,87,102,98,103,105,86,96
COc1ccc(-c2nc(SCCC(C)C)[nH]c(=O)c2C#N)cc1,102,117,94,91,94,106,106,93,99
Cn1c(=O)c2[nH]c(CCCCCc3nc4ccccc4[nH]3)nc2n(C)c1=O,98,107,x,100,120,105,108,102,113
O=C(/C=C/c1cccnc1)c1ccccc1,97,101,-44*,97,113,86,88,63,21
COc1ccc2c(=O)cc(-c3ccccc3)oc2c1,156,141,26,100,93,120,115,103,87
NC(=S)N=Nc1c(O)cc(O)c2[nH]c(=O)ccc12,109,112,83,95,107,102,108,106,104
# (cont.)
SMILES,NCI-H226,COLO 205,NCI-H522,NCI-H23,NCI-H322M,NCI/ADR-RES,NCI-H460,HCT-15,HCT-116
O=C1S/C(=C\c2ccc(Br)cc2)C(=O)N1/N=C/c1ccc(Br)cc1,92,123,87,91,97,97,103,103,101
CCCCCCCCNC(=O)CCCCC(=O)NCCCCCCCC,102,118,86,107,117,x,113,110,100
OC(CCN1CC2CCC(CC2)C1)(Cc1ccccc1)c1ccco1 (stereo unspecified),97,108&94,87&92,110&100,114,105&95,117&103,100&91,88&95
CN1CC(c2nc3ccccc3o2)CC1=O (stereo unspecified),93,103,94,91,95,95,105,104,103
Cc1nc2ccccc2c(=O)n1-c1ccc2c(c1)nc(C)n2Cc1ccccc1,95,107,87,87,102,97,101,100,86
O=C(Nc1ccccc1C(F)(F)F)Nc1cccc2ccccc12,99,106,97,98,100,103,102,97,104
C/C=C/c1nc2ccccc2s1,99,85,110,98,103,102,108,103,98
O=C1CC(c2nc3ccccc3s2)CN1c1ccc(Cl)cc1 (stereo unspecified),89,97,x,87,90,92,98,102,105
ClC(Cn1ncc2c(Nc3cccc(Br)c3)nc(SCCN3CCOCC3)nc21)c1ccc(Br)cc1 (stereo unspecified),32,-79*,14,-20*,47,0.8*,28,-77*,6.2*
Cc1ccccc1-c1nnc(-c2cccc3ccccc23)o1,89,99,87,77,105,89,88,92,79
CC(=O)N=c1ccc2nc3c(cc(N)c4ccccc43)oc-2c1,80,-85*,-78*,-28*,3.7*,-6.9*,-41*,-76*,-45*
O=C(/C=C/c1ccc(Cl)cc1Cl)c1cccc(OCCCCOc2cccc(C(=O)/C=C/c3ccc(Cl)cc3Cl)c2)c1,99,114,95,93,97,101,101,109,94
O=C(NNc1nc2cc(F)ccc2n2cccc12)c1ccncn1,13,10,-6.6*,30,32,5.9*,9.1*,26,18
C=C(C)C1CC=C(C)C(OCCN(CC)CC)C1 (stereo unspecified),97,101,104,105,92,107,103,97,103
C=C[C@@]1(C)CC(=O)[C@@]2(O)[C@](C)(O1)[C@@H](OC(C)=O)[C@@H](O)C1C(C)(C)CC[C@H](O)[C@@]12C (stereo partly specified),84,110,99,86,81,93,107,93,90
COc1ccc(CC(C(=O)O)c2ccccc2)cc1 (stereo unspecified),89,108,83,102,99,100,99,106,98
Nc1nc2c(c(-c3nc(N)nc4c3CCc3ccccc3-4)n1)CCc1ccccc1-2,90,116,99,97,115,101,117,104,105
Nc1n[nH]c2cccc(C#Cc3cccc(NC(=O)Nc4cc(C(F)(F)F)cc(C(F)(F)F)c4)c3)c12,-53*,-77*,-58*,-88*,-22*,-49*,-57*,-82*,2.3*
CCOC(=O)c1c(NC(=O)c2ccc(F)cc2)sc2c1CCCC2,93,x,85,98,98,105,99,100,95
COc1cc(CNC(=O)/C=C/c2ccccc2)ccc1OCc1cn(-c2cccc(C(F)(F)F)c2)nn1,77,87,83,82,90,90,65,85,91
CCOC(=O)CC1CSC(N/N=C/c2ccc(N(C)C)cc2)=N1 (stereo unspecified),104,114,88,93,93,99,107,106,91
COc1cc(/C=C/C(=O)c2cccc(-n3cc(-c4ccc(Cl)cc4)[nH]c3=O)c2)cc(OC)c1OC,81,x,17,52,92,x,55,40,-46*
O=C1C=C(C2CCCCC2)C(=O)c2ccccc21,102,129,84,57,116,87,118,84,76
CC1(C)COC(c2ccc(Cl)cc2)OC1,101,105,99,104,140,112,101,107,117
CCNC(=O)OCc1cnc(C)c(OC(=O)NCC)c1COC(=O)NCC,101,111,95,107,108,115,111,99,94

# 17 structures already listed, sorted by count of non-hydrogen atoms, descending:
SMILES,NCI-H226,COLO 205,NCI-H522,NCI-H23,NCI-H322M,NCI/ADR-RES,NCI-H460,HCT-15,HCT-116
O=C(/C=C/c1ccc(Cl)cc1Cl)c1cccc(OCCCCOc2cccc(C(=O)/C=C/c3ccc(Cl)cc3Cl)c2)c1,99,114,95,93,97,101,101,109,94
COc1cc(CNC(=O)/C=C/c2ccccc2)ccc1OCc1cn(-c2cccc(C(F)(F)F)c2)nn1,77,87,83,82,90,90,65,85,91
Nc1n[nH]c2cccc(C#Cc3cccc(NC(=O)Nc4cc(C(F)(F)F)cc(C(F)(F)F)c4)c3)c12,-53*,-77*,-58*,-88*,-22*,-49*,-57*,-82*,2.3*
COc1cc(/C=C/C(=O)c2cccc(-n3cc(-c4ccc(Cl)cc4)[nH]c3=O)c2)cc(OC)c1OC,81,x,17,52,92,x,55,40,-46*
Nc1nc2c(c(-c3nc(N)nc4c3CCc3ccccc3-4)n1)CCc1ccccc1-2,90,116,99,97,115,101,117,104,105
C=C[C@@]1(C)CC(=O)[C@@]2(O)[C@](C)(O1)[C@@H](OC(C)=O)[C@@H](O)C1C(C)(C)CC[C@H](O)[C@@]12C (stereo partly specified),84,110,99,86,81,93,107,93,90
CCNC(=O)OCc1cnc(C)c(OC(=O)NCC)c1COC(=O)NCC,101,111,95,107,108,115,111,99,94
CCCCCCCCNC(=O)CCCCC(=O)NCCCCCCCC,102,118,86,107,117,x,113,110,100
OC(CCN1CC2CCC(CC2)C1)(Cc1ccccc1)c1ccco1 (stereo unspecified),97,108&94,87&92,110&100,114,105&95,117&103,100&91,88&95
O=C(Nc1ccccc1C(F)(F)F)Nc1cccc2ccccc12,99,106,97,98,100,103,102,97,104
CC(=O)N=c1ccc2nc3c(cc(N)c4ccccc43)oc-2c1,80,-85*,-78*,-28*,3.7*,-6.9*,-41*,-76*,-45*
O=C1CC(c2nc3ccccc3s2)CN1c1ccc(Cl)cc1 (stereo unspecified),89,97,x,87,90,92,98,102,105
COc1ccc(CC(C(=O)O)c2ccccc2)cc1 (stereo unspecified),89,108,83,102,99,100,99,106,98
O=C1C=C(C2CCCCC2)C(=O)c2ccccc21,102,129,84,57,116,87,118,84,76
CN1CC(c2nc3ccccc3o2)CC1=O (stereo unspecified),93,103,94,91,95,95,105,104,103
CC1(C)COC(c2ccc(Cl)cc2)OC1,101,105,99,104,140,112,101,107,117
C/C=C/c1nc2ccccc2s1,99,85,110,98,103,102,108,103,98

# Next records:
SMILES,NCI-H226,COLO 205,NCI-H522,NCI-H23,NCI-H322M,NCI/ADR-RES,NCI-H460,HCT-15,HCT-116
O=C(Nc1ccc(Cl)cc1)c1cc2ccccc2cc1OP(=O)(O)O,x,99,3.5*,-0.4*,23,17,14,23,11
NC(N)=N/N=C/c1ccc(Cl)cc1,80,78,80,100,105,80,54,70,51
CC(C)CCc1nc2c([nH]1)c(=O)n(C)c(=O)n2C,81,109,85,96,97,101,100,99,100
O=c1[nH][nH]c(-c2ccc(F)cc2)c1-c1nc2ccccc2s1,82,113,93,90,89,87,92,85,93
O=S(=O)(c1ccc(NC(=S)NCc2ccco2)cc1)N1CCCCC1,86,107,83,97,95,102,98,96,103
COc1ccc(-c2nnc(-c3ccc4c(c3)nc(-c3ccccn3)n4C3CCCCC3)o2)cc1,79,59,48,79,91,49,76,52,65
CC1=CC(=NN=c2cc(C)n([O-])c(C)c2)C=C(C)[N+]1=O,64,30,68,95,114,111,102,94,83
C[C@@H]1[C@H]2C[C@@H](C[C@H]1NCc1nc3ccccc3n1C1CCCCCC1)C2(C)C,57,59,23,33,95,26,56,27,23
CC(C)OC(=O)Nc1cc(F)cc(C(F)(F)F)c1F,94,101,96,90,98,96,101,96,100
Cc1csc[n+]1CC(=O)c1ccccc1,92,101,91,100,109,96,106,101,99
COc1cc(NCCN(C(C)C)C(C)C)c2ncccc2c1,98,86,71,61,95,72,66,69,56
O=C(COc1cccc(-c2nc3sccn3c2-c2ccccc2)c1)c1ccccc1,91,100,77,86,90,86,94,76,95
CC(=O)CC(=O)NC1CCCC1,96,111,97,102,94,103,110,105,95
O=C(Cc1ccc(Cl)nc1)Nc1cc(NCc2cccnc2)c([N+](=O)[O-])cc1Cl,85,107,86,94,87,90,100,94,94
COc1cc(OC)cc(C(=O)O)c1,98,x,98,92,113,94,112,98,113
C=CCOC(=O)CC,90,107,94,103,101,112,106,102,104
COC(=O)c1ccc([N+](=O)[O-])c(C)c1,102,111,107,107,93,108,105,95,96
O[C@H]1CO[C@H]2[C@@H]1OC[C@@H]2Oc1ccc(Nc2ncnc3ccsc23)cc1Cl,89,111,78,92,92,90,107,101,85
OC1(c2ccccc2)C(c2ccccc2)=C(c2ccccc2)c2ccccc21 (stereo unspecified),72,78,49,47,59,58,70,75,25
COc1cc(-c2nc3cc4nc5ccccc5[nH]c4cc3n2)ccc1O,77,97,72,70,88,92,40,71,77
